KCNQ1 pot – human KCNQ1 channel potentiation or activation; AID 2648; P51787; hit rate 0.35% among 310,000; B-score at 10 µM; CHO-K1 KCNQ1, thallium flux FluxOR fluorescence; hits give high values;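 active = fluorescence ratio B-score, a plate-corrected score, at least three library SD, with initial intensity B-score within 5 SD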
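System: Stable KCNQ1 CHO-K1 line | Incubation: 90 min dye loading and 20 min compound exposure, both at room temperature | Measure: Ratio B score | Medium: Assay buffer for compound exposure, DMSO matched across wells | Compound dosing: Single-concentration screen | Probe or stimulus: K+/Tl+ depolarizing stimulus | Measured by: Kinetic FluxOR fluorescence, 10 s baseline plus 110 s post-stimulus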
DYRK1A inh – blocks rat Dyrk1A kinase activity; AID 504441; inhibition, % at 12.5 µM; hit rate 0.43% among 310,000; ADP-Glo luminescence, NFATc1 peptide; in the data active = inhibition above about 50%;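 note: plate controls were vehicle with enzyme for no effect and no enzyme for full effect; many of its hits are not listed in these tables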
KCNK3 block – human KCNK3 channel inhibition, primary screen; CHO-KCNK3 thallium flux, FluxOR fluorescence; hits give low values; B-score at 10 µM; hit rate 0.84% among 340,000; AID 602410;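 active = B-score under library mean minus 4 SD, starting fluorescence ratio at most library mean plus 5 SD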;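 note: more negative B-score means stronger inhibition of thallium flux through KCNK3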
GSK3B inh – inhibitors of human GSK3beta kinase. activity score (negative = inhibition), % at 10 µM. AID 2097. GST-GSK3beta kinase, ADP-Glo luminescence, 60 min; hits give low values. hit rate 0.038% among 300,000. P49841;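 active = more than half of replicate wells score below -50%, meaning over 50% inhibition versus plate controls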;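 note: 0% = median DMSO wells and -100% = median GW8510 positive control wells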
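Test system: GST-tagged human GSK3beta kinase, cell-free; evaluation: activity score scaled between in-plate DMSO and GW8510 controls; measured by: ADP-Glo luminescence; incubation: 60 min reaction, RT; benchmarks: DMSO and 20 µM GW8510; reagent: peptide substrate plus 25 µM ATP (final); medium: Tris/MgCl2 kinase buffer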
RGS4 inh – human RGS4 inhibition | B-score at 10 µM | hit rate 0.45% among 310,000 | P49798 | AID 463165 | HEK293 M3R/RGS4 inducible, Fluo-4 calcium flux; hits give high values; triggered by carbachol at its EC20;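 active = B-score, a plate-corrected calcium signal, over three deviations above library mean, with baseline fluorescence within five deviations of library mean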;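 note: RGS4 expression induced by doxycycline in cells with stable M3 receptor; B-score is computed from the integrated fluorescence ratio over baseline after carbachol; higher B-score means a larger calcium signal and so more RGS4 inhibition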
PolyA inh – inhibitors of polyadenylation in S. cerevisiae | S. cerevisiae SKY197-pL101 polyadenylation reporter, beta-gal luminescence; efflux-impaired pdr1/pdr3 knockout yeast; score 100 = 6 SD above DMSO | calls only at 12 µM | hit rate 0.02% among 300,000 | AID 1875;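 active = lowest replicate activity score at least 50, where 100 means six control SD above control mean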;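 note: yeast exposed to compound for 9 h at 30 °C; higher score means more reporter readthrough which indicates perturbed polyadenylation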
KCNK9 block – human KCNK9 channel inhibition. B-score at 10 µM. HEK293 KCNK9, FluxOR thallium flux fluorescence; hits give low values. AID 488922. hit rate 1.2% among 310,000;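 active = ratio B-score over 3 SD below the library mean, with starting fluorescence within 5 SD of its mean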;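 note: negative B-score means less thallium flux so channel inhibition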
hERG rescue – shields human hERG channel from block by proarrhythmic agents. hit rate 0.51% among 310,000. CHO-hERG, FluxOR thallium flux, dofetilide IC70 present. activation (rescue from dofetilide block), less the hit threshold, % at 10 µM;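 active = activation above the mean of controls blocked by dofetilide plus 5 SD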;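 note: thallium influx through hERG after potassium depolarization seen as dye fluorescence rise; in these data hits start at about 4.7%; inactives centre near -7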
Target sequence (Q12809 whole entry, looked up): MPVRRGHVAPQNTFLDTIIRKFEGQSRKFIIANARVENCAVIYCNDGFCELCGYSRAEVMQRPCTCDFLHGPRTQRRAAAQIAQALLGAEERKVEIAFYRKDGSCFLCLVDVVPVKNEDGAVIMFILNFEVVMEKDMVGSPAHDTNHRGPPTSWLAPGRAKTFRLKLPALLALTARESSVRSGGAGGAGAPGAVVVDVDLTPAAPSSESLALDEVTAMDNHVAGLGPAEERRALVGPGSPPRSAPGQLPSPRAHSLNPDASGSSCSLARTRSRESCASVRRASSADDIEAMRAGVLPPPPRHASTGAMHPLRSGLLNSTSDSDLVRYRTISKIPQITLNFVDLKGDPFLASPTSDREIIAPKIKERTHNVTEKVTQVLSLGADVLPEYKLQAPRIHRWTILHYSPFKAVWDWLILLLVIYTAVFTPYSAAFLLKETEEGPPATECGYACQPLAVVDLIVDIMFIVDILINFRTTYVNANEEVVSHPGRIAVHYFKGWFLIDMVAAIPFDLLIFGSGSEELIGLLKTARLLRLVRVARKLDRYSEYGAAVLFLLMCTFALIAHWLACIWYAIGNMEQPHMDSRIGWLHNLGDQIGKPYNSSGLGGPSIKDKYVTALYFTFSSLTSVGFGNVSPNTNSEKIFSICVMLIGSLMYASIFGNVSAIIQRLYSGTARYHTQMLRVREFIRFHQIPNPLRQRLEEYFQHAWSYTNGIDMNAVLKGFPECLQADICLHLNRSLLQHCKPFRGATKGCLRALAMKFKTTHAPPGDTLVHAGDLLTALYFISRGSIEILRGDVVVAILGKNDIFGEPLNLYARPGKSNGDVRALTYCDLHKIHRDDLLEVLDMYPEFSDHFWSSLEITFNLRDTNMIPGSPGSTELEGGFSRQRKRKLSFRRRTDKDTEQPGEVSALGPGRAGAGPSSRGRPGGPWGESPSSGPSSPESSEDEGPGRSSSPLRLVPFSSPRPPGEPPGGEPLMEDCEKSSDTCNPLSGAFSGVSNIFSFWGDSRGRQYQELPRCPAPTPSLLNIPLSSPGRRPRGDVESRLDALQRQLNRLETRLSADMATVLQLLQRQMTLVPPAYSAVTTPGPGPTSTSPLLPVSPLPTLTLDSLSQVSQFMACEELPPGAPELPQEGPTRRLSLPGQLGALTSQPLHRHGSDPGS
RGS4 pot – RGS4 potentiation or activation; HEK293 M3R/inducible RGS4, carbachol calcium flux Fluo4; hits give low values; B-score at 10 µM; hit rate 0.92% among 310,000; AID 463111;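 active = B-score of the integrated calcium signal more than 4 SD below the library mean, with starting fluorescence not abnormally high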;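 note: negative B-score means reduced calcium response which marks RGS4 activation or potentiation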
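Material: M3R-expressing HEK293 line, RGS4 induced by doxycycline | Schedule: Overnight RGS4 induction, 30 min dye load 37 °C, 20 min compound RT | Measured by: Fluo4 fluorescence kinetic imaging of calcium | Read-out: Integrated calcium ratio converted to B score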
KCNQ1 block – blocks the human KCNQ1 potassium channel; B-score at 10 µM; hit rate 1.3% among 310,000; P51787; AID 2642; CHO-K1 KCNQ1, FluxOR thallium flux fluorescence; hits give high values;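 active = compounds whose thallium flux B-score, printed positive for inhibition, exceeds three library SD while starting fluorescence stays within three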;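 note: channel opened by potassium depolarization with thallium stimulus after 20 min compound exposure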
GSK3 alpha inh – inhibitors of human GSK-3 alpha kinase; AID 2650; ADP-Glo luminescence, 60 min; hit rate 0.1% among 320,000; inhibition, % at 10 µM; P49840;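 in the data active = inhibition above about 50%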;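 note: GST-tagged GSK-3 alpha with peptide substrate and 25 µM ATP; 0% = DMSO neutral wells and 100% = GW8510 positive control wells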
An asterisk follows results filed as active; i = inactive; nt = no result given. Some of the compounds tested; count on the stated rates, not on these rows.

SMILES	KCNQ1 pot	DYRK1A inh	KCNK3 block	GSK3B inh	RGS4 inh	PolyA inh	KCNK9 block	hERG rescue	RGS4 pot	KCNQ1 block	GSK3 alpha inh
O=C(O)Cc1sc(Nc2cccc3ccccc23)nc1-c1ccc(F)cc1	i	-2	i	0	i	i	i	-7	i	i	-3
COc1ccccc1/C=C/CN1CCOCC1	i	2	i	0	i	i	i	-3	i	i	-4
CCOC(=O)C1=C(C)NC(=O)NC1c1ccccc1Cl (configuration not stated)	i	0	i	0	i	i	i	-19	i	i	0
CN(Cc1ccccc1)C(=O)CSc1nc2ccccc2c(=O)n1Cc1ccco1	i	-7	i	0	i	i	i	-19	i	i	-2
COc1cccc(NC(=O)C2CCN(c3cnccn3)CC2)c1	i	0	i	-2	i	i	i	-5	i	i	-2
CC(=O)c1cc(C#N)c(SCC(=O)Nc2nccs2)nc1C	i	6	i	-4	i	i	i	-16	i	i	2
O=S1(=O)C[C@@H](O)[C@@H](Nc2ccc(Cl)cc2)C1	i	-2	i	0	i	i	i	-6	i	i	3
COc1ccc(CCC2CCNCC2)cc1	i	-4	i	1	i	i	i	-4	i	i	-2
c1cncc(-c2nnc(-c3cccs3)o2)c1	i	1	i	-2	i	i	i	-9	i	i	-1
Cn1c(=O)c2c(nc(N3CCc4ccccc4C3)n2Cc2ccc(Br)cc2)n(C)c1=O	i	4	i	0	i	i	-7*	-11	i	i	-1
O=C(Nc1cccc(Cl)c1)N1N=CCC1c1ccccc1 (configuration not stated)	i	nt	i	-7	i	i	i	-4	i	i	4
CCCCn1c(=O)[nH]c(=O)c2c1nc(-c1ccc3ccccc3c1)n2CC	i	8	i	0	i	i	i	-12	i	i	7
COC(=O)c1c(NC(=O)C2Cc3ccccc3C(=O)O2)sc2c1CCCC2 (configuration not stated)	i	4	i	2	i	i	i	-6	i	i	2
CCCC(=O)Nc1nn(C)c2nc3ccc(C)cc3cc12	i	9	i	-12	i	i	i	-12	i	i	24
Cn1ncc(C#N)c1NC(=O)C1CC(c2c(F)cccc2Cl)=NO1 (configuration not stated)	i	2	i	2	i	i	i	-2	i	i	-1
O=C1Nc2ccccc2/C1=C/c1ccccc1Cl	i	2	i	2	i	i	i	-4	i	i	-2
CCC(CC)C(=O)Nc1nnc(S(=O)(=O)N2c3ccccc3CC2C)s1 (configuration not stated)	i	1	i	-2	i	i	i	-1	i	i	1
CCOC(=O)N1CCN(c2cc(C)c([N+](=O)[O-])cc2F)CC1	i	0	i	2	i	i	i	-6	i	i	0
Cn1cc(Br)c(C(=O)NNC(=O)Cc2ccc(Cl)cc2)n1	i	-3	i	-1	i	i	i	0	i	i	2
Cc1cc([N+](=O)[O-])c(C)cc1-c1ccc(/C=N/NC(=O)c2cccnc2)o1	i	8	i	0	i	i	i	-22	i	i	-1
O=C(NNC(=O)c1ccc([N+](=O)[O-])cc1)c1ccncc1	i	-2	i	2	i	i	i	-7	i	i	-2
CN(Cc1ccco1)C(=O)c1ccc(CNS(=O)(=O)c2ccc3c(c2)C(C)(C)C(=O)N3C)cc1	i	3	i	3	i	i	i	-8	i	i	-1
S=C(NCCC1=CCCCC1)NCc1ccco1	i	4	i	-3	i	i	i	-4	i	i	-2
Fc1ccc(OCc2nnc(SCCN3CCOCC3)o2)cc1	i	4	i	-4	i	i	i	-7	i	i	1
CCOc1ccc(CCN2CN(C3CCCCC3)CNC2=S)cc1OCC	i	nt	i	-1	i	i	i	-1	i	i	0
CCCCCCn1nc(C(=O)N(CCOC)c2c(N)n(CCCC)c(=O)[nH]c2=O)c2ccccc2c1=O	i	nt	i	0	i	i	i	-11	i	i	-4
O=C(O)c1cccc(Nc2ccc3nonc3c2[N+](=O)[O-])c1	i	-1	i	2	i	i	i	-11	i	i	-1
N/C(=N\OC(=O)c1cccc(F)c1)c1ccccc1	i	6	i	13	i	i	i	-9	i	i	0
COc1ccc(S(=O)(=O)N2CCN(Cc3ccc(OC)c(OC)c3)CC2)cc1	i	-4	i	1	i	i	i	-4	i	i	-2
Cc1cc(Cl)c(OCCCSc2nc(C)cc(=O)[nH]2)c(Br)c1	i	-4	i	3	i	i	i	-7	i	i	2
COc1ccc(CCNc2cc(C)nc3c(-c4ccccc4OC)cnn23)cc1OC	i	3	i	-1	i	i	i	-2	i	i	0
c1cc2c(nn1)CCc1nonc1-2	i	0	i	1	i	i	i	-1	i	i	-5
COc1ccc(N(C)C(=O)c2onc3c2CCCC3)cc1	i	2	i	1	i	i	i	-6	i	i	0
CCOc1ccccc1NC(=O)Cc1coc2ccc(C)cc12	i	-5	i	-2	i	i	-11*	-3	i	i	0
CCCCC(=O)N=c1sc2cc(S(C)(=O)=O)ccc2n1C	i	0	i	4	i	i	i	0	i	i	0
COc1ccccc1CN1CCN(C(=O)c2ccncc2)CC1	i	1	i	-1	i	i	i	-6	i	i	-2
CC1CCN(c2ccc([N+](=O)[O-])cc2C(=O)N2CCOCC2)CC1	i	9	i	-2	i	i	i	-2	i	i	6
COc1cc(C(=O)Nc2c(C(=O)N3CCOCC3)oc3ccccc23)cc(OC)c1OC	i	-5	i	-4	i	i	i	-13	i	i	-1
O=C(Nc1ccc(N2CCN(C(=O)c3cccs3)CC2)c(Cl)c1)c1ccco1	i	-9	i	1	i	i	i	-14	i	i	2
COc1ccccc1-c1nnc(SCC(=O)O)n1-c1ccc(C)cc1	i	3	i	3	i	i	i	-6	i	i	-2
S=c1[nH]cnc2sc(Nc3ccccc3)nc12	i	5	i	0	i	i	i	-3	i	i	-3
COc1ccc(NS(=O)(=O)c2ccc3nc(COc4ccc5ccccc5c4)[nH]c3c2)cc1	i	-2	i	-2	i	i	i	-8	i	i	0
Cc1cc(O)c2c(CN3CCN(Cc4ccccc4)CC3)cc(=O)oc2c1	i	11	i	2	i	i	i	-5	i	i	-1
C=CCNC(=S)NN=C1CCCCCCC1	i	2	i	1	i	i	i	-13	i	i	0
CC(C)OC(=O)/C(=C/c1ccco1)c1ccccc1	i	nt	i	2	i	i	i	-4	i	i	-2
COc1cc(OC)c2c(-c3ccccc3)cc(=O)oc2c1C(CCN1CCCCC1)c1ccc2c(c1)OCO2 (configuration not stated)	i	1	i	-7	i	i	i	-22	i	i	0
CC(C)Cn1c(N)c(C(=O)CSc2ccc3c(c2)OCCO3)c(=O)n(C)c1=O	i	3	i	5	i	i	i	-8	i	i	-1
Cc1ccc(-n2c(SCC(=O)Nc3ccc(N4CCOCC4)cc3)nc3ccccc3c2=O)cc1	i	-4	i	0	i	i	i	-9	i	i	-2
COc1cccc(NC(=O)CSc2nc3ccsc3c(=O)n2-c2ccc(C(=O)O)cc2)c1	i	7	i	-5	i	i	i	-21	i	i	1
O=C(COC(=O)CCSc1ccc(Cl)cc1)NCc1ccco1	i	-2	i	4	i	i	i	-8	i	i	-4
CCOC(=O)c1c(C)n(C)c2c(C)cc(O)c(OC(C)=O)c12	i	-2	i	1	i	i	i	-10	i	i	3
CCOC(=O)N1CCN(S(=O)(=O)CCNC(=O)c2ccc(OC)cc2)CC1	i	0	i	-3	i	i	i	-15	i	i	-1
COc1ccc(Cl)cc1C(=O)NNC(=O)CSc1nnc2ccccn12	i	-8	i	-1	i	i	i	-4	i	i	-2
Cn1c(=O)c(=O)n(C)c2cc(S(=O)(=O)N3CCOCC3)ccc21	i	-3	i	0	i	i	i	-16	i	i	-2
COc1ccc(S(=O)(=O)N2CCN(CC(=O)Nc3ccccc3Cl)CC2)cc1	i	5	i	-2	i	i	i	-7	i	i	-1
COc1cccc(CNc2nc3nc(C)cc(=O)n3[nH]2)c1	i	1	i	2	i	i	i	-12	i	i	-4
COCCNC(=O)CSc1nc2ccccc2c(=O)n1CCC(=O)NCCc1ccc(OC)c(OC)c1	i	nt	i	0	i	i	i	-11	i	i	0
N#Cc1ccsc1NC(=O)CN1C(=O)NC2(CCCC2)C1=O	i	0	i	0	i	i	i	-12	i	i	1
CCOC(=O)c1sc(NC(=O)c2ccccc2)cc1C	i	-5	i	1	i	i	i	-9	i	i	nt
COc1ccc(CN2CCN(Cc3cccc4nonc34)CC2CCO)c(C)c1C (configuration not stated)	i	nt	i	3	i	i	i	5.3*	i	i	nt
Other structures:
SMILES	KCNQ1 pot	DYRK1A inh	KCNK3 block	GSK3B inh	RGS4 inh	PolyA inh	KCNK9 block	hERG rescue	RGS4 pot	KCNQ1 block	GSK3 alpha inh
CCC1(C)NC(=O)N(CC(=O)Nc2sc3c(c2C(=O)OC)CCCCC3)C1=O (configuration not stated)	i	0	i	-6	i	i	i	-5	i	i	-3
O=C(NCCCSc1ccccc1)c1cc(Br)ccc1O	i	4	-8.8*	3	i	i	i	-15	i	i	nt
Cc1nn(C)c(C(=O)NNC(=S)NC2CCCCC2)c1Br	i	-8	i	4	8.5*	i	i	-10	i	i	-3
NC(=O)c1ccccc1NC(=O)CS(=O)(=O)Cc1ccccc1	i	3	i	0	i	i	i	-4	i	i	0

As a short view, 6 of the compounds above:
SMILES	KCNQ1 pot	DYRK1A inh	KCNK3 block	GSK3B inh	RGS4 inh	PolyA inh	KCNK9 block	hERG rescue	RGS4 pot	KCNQ1 block	GSK3 alpha inh
COCCNC(=O)CSc1nc2ccccc2c(=O)n1CCC(=O)NCCc1ccc(OC)c(OC)c1	i	nt	i	0	i	i	i	-11	i	i	0
N#Cc1ccsc1NC(=O)CN1C(=O)NC2(CCCC2)C1=O	i	0	i	0	i	i	i	-12	i	i	1
CCOC(=O)c1sc(NC(=O)c2ccccc2)cc1C	i	-5	i	1	i	i	i	-9	i	i	nt
COc1ccc(CN2CCN(Cc3cccc4nonc34)CC2CCO)c(C)c1C (configuration not stated)	i	nt	i	3	i	i	i	5.3*	i	i	nt
CCC1(C)NC(=O)N(CC(=O)Nc2sc3c(c2C(=O)OC)CCCCC3)C1=O (configuration not stated)	i	0	i	-6	i	i	i	-5	i	i	-3
O=C(NCCCSc1ccccc1)c1cc(Br)ccc1O	i	4	-8.8*	3	i	i	i	-15	i	i	nt
